# FBPA Giardia inh: qHTS Assay for Inhibitors of Fructose-1,6-bisphosphate Aldolase from Giardia Lamblia | A8B2U2 | purified Giardia FBPA | Potency, µM (series often up to 59.6 µM), for the others: at the highest dose activity, negative = inhibition, hits mostly inhibitors | hit rate 0.71% among 290,000; further: potency means the concentration at half of the fitted maximal effect; nearly all actives have a fitted effect of over 55% in size
# Target sequence (A8B2U2 whole entry, looked up): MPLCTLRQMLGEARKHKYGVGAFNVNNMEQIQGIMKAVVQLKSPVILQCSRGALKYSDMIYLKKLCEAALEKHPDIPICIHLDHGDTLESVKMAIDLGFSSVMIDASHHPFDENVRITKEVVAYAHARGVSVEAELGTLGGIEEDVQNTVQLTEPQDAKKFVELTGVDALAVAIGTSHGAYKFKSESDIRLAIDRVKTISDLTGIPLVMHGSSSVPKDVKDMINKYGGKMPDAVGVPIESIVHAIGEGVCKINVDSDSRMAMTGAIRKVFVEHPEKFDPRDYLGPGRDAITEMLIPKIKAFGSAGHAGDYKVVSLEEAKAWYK
#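 40 nM FBPA preincubated 10 min at RT with compound (up to 57.5 uM final), then substrate plus GAPDH/TPI/NAD/arsenate coupling and diaphorase/resazurin added. Fluorescence read after 20 min at RT, 525/598 nm.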
# AmpC inh detg: qHTS Inhibitors of AmpC Beta-Lactamase (assay with detergent); hit rate 0.041% among 370,000; AID 485294, 2010; Potency, µM (doses to about 114 µM), without a hit: top-dose activity change, negative = inhibition, actives largely listed as inhibitors; AmpC hydrolysis of nitrocefin, absorbance 480 nm, 0.01% Triton; P00811;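 further: potency means the concentration at half of the fitted maximal effect; 0% = no-compound wells and -100% = no-enzyme wells; nearly all actives have a fitted effect of over 25% in size; some results filed as inactive show a strong effect at the top dose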
# Target sequence (P00811 whole entry, looked up): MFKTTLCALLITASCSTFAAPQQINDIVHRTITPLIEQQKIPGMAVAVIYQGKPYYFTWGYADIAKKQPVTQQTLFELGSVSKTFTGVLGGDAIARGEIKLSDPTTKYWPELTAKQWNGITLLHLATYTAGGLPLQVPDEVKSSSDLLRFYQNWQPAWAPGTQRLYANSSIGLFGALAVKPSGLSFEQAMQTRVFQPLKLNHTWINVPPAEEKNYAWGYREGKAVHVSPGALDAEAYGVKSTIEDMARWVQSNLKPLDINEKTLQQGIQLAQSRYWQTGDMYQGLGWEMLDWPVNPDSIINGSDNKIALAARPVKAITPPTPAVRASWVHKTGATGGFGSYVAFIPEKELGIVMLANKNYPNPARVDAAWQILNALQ
#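 20 mM phosphate pH 7.0 + 0.01% (detergent screen) or 0.0001% Triton X-100; 5.3 nM AmpC reagent; cpd preinc 15 min RT; nitrocefin (800 uM stock) to start; A480 q20 s × 4 min; Activity was normalised to no-enzyme and no-compound control wells.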
# AMA1 RON2 block: qHTS for Inhibitors of AMA1-RON; Towards Development of Antimalarial Drug Lead: Primary Screen; AlphaScreen AMA1-biotinylated RON2 peptide binding; hit rate 0.2% among 360,000; AID 720542, 2013; Potency, µM (highest dose often 58.2 µM), without a hit: top-dose activity change, negative = inhibition, usual class: inhibitors;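 further: potency means the concentration at half of the fitted maximal effect; 0% = vehicle wells and -100% = peptide control; nearly all actives have a fitted effect of over 45% in size; some results filed as inactive show a strong effect at the top dose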
#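 AMA1 (3D7) with his tag at 25 nM final met compounds first, then biotinylated RON2 peptide at 25 nM; detection used donor plus acceptor beads, 10 µg/mL apiece, read by AlphaScreen after 30 min at room temperature.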
# HCV inhibitor: qHTS Assay for Inhibitors of Hepatitis C Virus (HCV) | Potency, µM (titrated, usually from 41.8 µM), for the others: at the top dose activity change, negative = inhibition, most hits filed as inhibitors | Huh7.5.1 HCVcc-Cre infection, luciferase reporter, 44 h | hit rate 3.4% among 340,000; further: potency means the concentration at half of the fitted maximal effect
#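 Cells (1,000/well) were plated 4 h before compound, then infected with HCVcc-Cre virus (~0.5 moi). After 44 h further culture, infection was read as luciferase luminescence following a 15 min substrate incubation at room temperature.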
# HCMV antiviral: qHTS Assay for inhibitors of the human cytomegalovirus (HCMV) | HFF cells, HCMV-luciferase reporter, 72 h; active compounds read low | activity change, negative = inhibition, % at 57.5 µM | hit rate 4.5% among 410,000 | AID 1259415, 2018; in the data active means activity change below about -60%; inconclusive means no clear call, values can overlap the other calls; inactive means above about -39%
#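 Steps: HFFs plated, 16 h 37C; compounds added; HCMV-luciferase added to MOI 1 PFU/cell; 72 h 37C; OneGlo reagent, 5 min room temperature; luminescence read, normalized to controls.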
# Sm TGR inh: qHTS Assay for the Inhibitors of Schistosoma Mansoni Peroxiredoxins; Schistosoma mansoni thioredoxin glutathione reductase (TGR), Q962Y6; hit rate 3% among 360,000; Potency, µM (titrated, usually from 114 µM), inactives show at the highest dose activity change, negative = inhibition, most hits filed as inhibitors; purified TGR, DTNB reduction, TNB absorbance 405 nm; further: potency means the concentration at half of the fitted maximal effect; nearly all actives have a fitted effect of over 60% in size
#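 First, TGR (20 nM dispensed) and NADPH were mixed with compound. Second, a 15 min room-temperature incubation followed. Third, further NADPH and then DTNB were added to start the reaction. Finally, TNB absorbance was monitored kinetically.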
# An asterisk follows results filed as active; ? = inconclusive; / = no result given; & = joins results of further samples; [ ] = dose if it differs, or a comment. Unless noted, the call rests on the fitted dose curve; in most records, active means well fitted curve in the direction sought with a large enough effect; inconclusive means small, poorly fitted or top-dose-only effect, or another doubt; inactive means no such curve, though single readings can be large; an effect the other way counts as inactive or inconclusive. Unless noted, on the % scale 0 is the no-effect control and ±100 the full control effect.
no. | smiles | AmpC inh detg | FBPA Giardia inh | Sm TGR inh | HCMV antiviral | HCV inhibitor | AMA1 RON2 block
1 | CCNC(=O)C(C)Sc1ccc(Cl)cc1 (centres undefined) | -7% | 5% | 1% | 16 | 6% | 28%
2 | O=C(Nc1ccc2c(c1)OCO2)N1CCC(CO)(CC2CCCCO2)CC1 (centres undefined) | 6% | -6% | -1% | 4 | 5% | 4%
3 | O=c1c(Cc2ccc(Cl)cc2)c(O)ccn1Cc1ccccc1 | -3% | -2% | 1% | -20 | ? | -8%
4 | CC(=O)N1c2ccc(S(=O)(=O)N3CCCC3)cc2CC1C(=O)Nc1cc(C)cc(C)c1 (centres undefined) | 8% | -7% | 3% | -25 | ? | -1%
5 | CNC(=O)C1CC(=O)N(c2ccc(OCC(=O)N3CCCC3)cc2)C1 (centres undefined) | ? | -2% | 0% | 1 | 13% | 0%
6 | O=C1NC(=O)C(CCc2ccccn2)(Cc2cccc(Cl)c2Cl)C(=O)N1c1ccc(Br)cc1 (centres undefined) | -7% | 2% | 0% | -37 | 29% | -10%
7 | Oc1ccccc1OCCOc1ccccc1OCCOc1ccccc1O | -11% | -12% | 3% | -14 | -8% | 4%
8 | Brc1cccc(CNCc2ccncc2)c1 | 2% | -23% | -19% | 21 | 11% | 24%
9 | Cc1cccc(NC(=O)CC2(CC(=O)O)CCCC2)c1 | ? | 1% | -5% | 15 | 12% | -12%
10 | CNC(=O)c1cc(Nc2nnc(-c3ccc(O)cc3)c3ccccc23)ccc1OC | 6%&-12% | 1% | 1%&-10% | -31&-9 | ? | 27%
11 | CCc1cccc(C)c1NC(=O)Cn1nc(C)n2cccc2c1=O | -6%&25% | -1% | -7%&-10% | -3&38 | 3% | 1%
12 | Cc1ccnc(NS(=O)(=O)c2ccc(NC(=O)CN3C(=O)CCC3=O)cc2)n1 | 4% | 4% | 5% | 8 | 22% | 14%
13 | Cc1cc(C)c2c(N)c(C(=O)c3ccccc3)oc2n1 | -1% | -21% | -13% | -5 | / | 31%[activator]
14 | C=CCn1c(=O)c2ccccc2n2c(Sc3nnnn3-c3ccccc3)nnc12 | -5% | -8% | 0% | -9 | -22% | -7%
15 | COc1ccc(N2CCN(C(=O)c3c(C)nn(-c4ccc(F)cc4)c3-n3cccc3)CC2)cc1 | 16% | / | 3% | -20 | / | /
16 | CCc1nc(N=Nc2c(O)[nH]c3ccccc23)c2c3c(sc2n1)CCC3 | 3% | -18% | 4% | ? | ? | -1%
17 | CC(C)(C)c1ccc(C(=O)Nc2c3c(nn2C(C)(C)C)CS(=O)(=O)C3)cc1 | 1% | / | 0% | -38 | 1% | -9%
18 | COc1cccc(NC(=O)C2CCN(c3ccc(Sc4ccc(C)cc4)nn3)CC2)c1 | -4% | / | -4% | 17 | / | /
19 | Cc1ccc(C(=O)CCC(=O)OCC(=O)Nc2ccccc2SCC#N)cc1 | 7% | / | 3% | 9 | 14% | -4%
20 | CCN(CC)C(=O)c1sc2c(c1C)c(=O)n(-c1ccc(C)c(C)c1)c(=O)n2Cc1cc(=O)n2c(C)cccc2n1 | 3% | / | 5% | 19 | / | /
21 | CC(C)Oc1ccc2c(=O)c(-c3ccccc3)coc2c1 | -7%&2% | -6%&-5%&-3% | 2%&1% | 120 | ? | -2%
22 | CCN(Cc1ccccc1)C(=O)c1oc2ccc(C)cc2c1C | -4% | 9% | 1% | 39 | 32%[activator] | 15%
23 | COc1cccc(CN2CCC(C(=O)N3CCC(C)CC3)CC2)c1 | -14% | -30% | / | 9 | 18% | -28%
24 | Nc1cc(C(=O)OCC(=O)NCC2CCCO2)ccc1Cl (centres undefined) | 0% | 4% | 7% | 56 | 10% | -3%
25 | CCC(c1nnnn1CCOC)N1CCN(c2nc3ccccc3s2)CC1 (centres undefined) | ? | 6% | 0%[57.1 µM] | 7 | -17% | -2%
26 | COc1ccc(C(=O)Nc2ccnn2C2CCN(Cc3ccccn3)CC2)cc1 | -9% | -7% | ? | 3 | 5% | 83%[activator]
27 | Cc1ccc(NC(=O)c2cccc(N3C(=O)CCC3=O)c2)nc1 | 9% | -6% | -5% | -7 | 5% | 8%
28 | COc1ccc(-n2ccnc2SCC(=O)NCc2ccc3c(c2)OCO3)cc1 | -3% | 8% | -1% | 1 | -28% | -9%
29 | CCC1=Nc2cc(C(=O)NCCCN3CCOCC3)ccc2Sc2ccc(Br)cc21 | -3% | -2% | 4% | ? | -22% | -3%
30 | Cc1ccc(N2C(=O)CS(=O)(=O)C23C(=O)N(C)c2ccccc23)cc1F (centres undefined) | 0% | / | 10% | 0 | / | /
31 | NC(=O)NCc1ccc(C(=O)OCc2ccncc2)cc1 | ? | -1% | -3% | -11 | -17%[8.37 µM] | -5%
32 | CN(C)c1ccc(/C=C/C(=O)c2cccc(Br)c2)cc1 | 1% | -7% | 1% | 18 | -12% | 96%[activator]
33 | CC(C)(C)[C@@H]1C=C(C(=O)N2CCN(Cc3ccc4c(c3)OCO4)CC2)O[C@H](OCc2ccc(CO)cc2)C1 | 6% | -6% | -1% | 41 | 11% | 0%
34 | Cc1ccc(NC(=O)COC(=O)C2C3CC4OC(=O)C2C4C3)cc1Cl (centres undefined) | ? | 6% | 3% | 1 | -14% | -26%
35 | O=C(NCCc1ccccc1)C1CCCN1C(=O)Nc1cccc(Cl)c1 (centres undefined) | ? | -5% | -1% | 12 | -7% | -12%
36 | COc1ccc(Cl)cc1N1C(=O)CC(N2CCc3ccccc32)C1=O (centres undefined) | -19% | -5% | 7% | -23 | 20% | -26%
37 | NS(=O)(=O)c1ccc(N2CCCCCC2)c([N+](=O)[O-])c1 | -2% | 3% | -4% | ? | 1% | -21%
38 | CCOC(=O)C1CCCN(C2=C(NS(=O)(=O)c3ccc(Br)cc3)C(=O)c3ccccc3C2=O)C1 (centres undefined) | 5% | ? | ? | 20 | ? | 13µM*
39 | Cc1ccccc1C(=O)NNC(=O)c1cc(N)cc([N+](=O)[O-])c1 | -1% | 2% | -1% | -29 | -3% | -7%[11.6 µM]
40 | Cc1ccc(C(=O)OCC(=O)Nc2cccc(S(=O)(=O)NC3=NCCCCC3)c2)c(C)c1 | 2% | 0% | 13% | 28 | ? | 13%
41 | COc1cccc(OC)c1OCc1cc(C2C3CCCC=C3C(C#N)=C(N)C2(C#N)C#N)c(C)cc1C (centres undefined) | -13% | ? | 40µM* | -2 | -13% | 32%[activator]
42 | O=C(Nc1ccc(Cl)cc1)c1ccncc1 | 2% | 2% | 7% | 41 | -4% | -12%
43 | O=C1CCCC(O)=C1N=Nc1cccc(C(=O)O)c1 | -5% | -5% | -26% | -2 | 1% | -28%
44 | O=C(COc1ccc(S(=O)(=O)NC2CCCCC2)cc1)NCCC1=CCCCC1 | ? | -3% | -4% | -3 | ? | 1%
45 | CCOc1ccc(CNCCCSc2ncccn2)cc1OC | ? | ? | -1% | 69 | -21% | -1%
46 | CCOC(=O)N1CCN(S(=O)(=O)c2ccc(C(=O)Nc3nc4ccc(F)cc4s3)cc2)CC1 | 3% | 2% | -1% | 20 | -11% | 1%
47 | O=C(/C=C/c1ccc(F)cc1)c1ccc(N2CCOCC2)cc1 | -10% | -6% | 9% | 21 | 18% | -6%
48 | Cc1nn(C)c(C(=O)Nc2ccn(Cc3c(F)c(F)cc(F)c3F)n2)c1[N+](=O)[O-] | 1% | 4% | 1% | ? | -3% | 3%

# In a second layout: 2 of the compounds above
[17] CC(C)(C)c1ccc(C(=O)Nc2c3c(nn2C(C)(C)C)CS(=O)(=O)C3)cc1
  AmpC inh detg: 1% | FBPA Giardia inh: / | Sm TGR inh: 0% | HCMV antiviral: -38 | HCV inhibitor: 1% | AMA1 RON2 block: -9%
[18] COc1cccc(NC(=O)C2CCN(c3ccc(Sc4ccc(C)cc4)nn3)CC2)c1
  AmpC inh detg: -4% | FBPA Giardia inh: / | Sm TGR inh: -4% | HCMV antiviral: 17 | HCV inhibitor: / | AMA1 RON2 block: /

# Part of the list above, reduced to FBPA Giardia inh and HCV inhibitor.
cpd	Structure	FBPA Giardia inh	HCV inhibitor
40	Cc1ccc(C(=O)OCC(=O)Nc2cccc(S(=O)(=O)NC3=NCCCCC3)c2)c(C)c1	0%	?
41	COc1cccc(OC)c1OCc1cc(C2C3CCCC=C3C(C#N)=C(N)C2(C#N)C#N)c(C)cc1C (centres undefined)	?	-13%
42	O=C(Nc1ccc(Cl)cc1)c1ccncc1	2%	-4%
43	O=C1CCCC(O)=C1N=Nc1cccc(C(=O)O)c1	-5%	1%
44	O=C(COc1ccc(S(=O)(=O)NC2CCCCC2)cc1)NCCC1=CCCCC1	-3%	?
45	CCOc1ccc(CNCCCSc2ncccn2)cc1OC	?	-21%

# The listing continues.
no. | smiles | AmpC inh detg | FBPA Giardia inh | Sm TGR inh | HCMV antiviral | HCV inhibitor | AMA1 RON2 block
49 | O=C(CSc1ncc2c(n1)-c1ccc(Cl)cc1N(Cc1ccccc1)S2(=O)=O)Nc1ccc(F)c(F)c1 | 10% | / | 1% | 7 | / | /
50 | CCCCN(CC)CCCNC(=O)Cn1ncc2c([nH]c3ccc(C)cc32)c1=O | 3% | / | -31% | -9 | / | /
51 | O=c1[nH]c(CCC2CCCC2)nc2ccccc12 | -2% | -1% | 2% | 95 | -10% | -4%
52 | CN1CCN(C(=O)/C(=C/c2ccccc2F)NC(=O)c2ccccc2)CC1 | -2% | 4% | 0% | -18 | 15% | -17%
53 | COc1ccc(OCCSc2nnc(-c3ccccc3)n2N)cc1 | -3% | -3% | -2% | -30 | -2% | 17%
54 | CC1CCc2nc(NC(=O)COc3ccc(C(C)(C)C)cc3)sc2C1 (centres undefined) | 22% | / | 6% | -36 | / | /
55 | O=C(C[n+]1cc(-c2ccc(Cl)cc2)n2c1CCC2)Nc1nc(-c2ccccc2)cs1 | 1% | -2% | -6% | 70 | ? | -6%
56 | CC(OC(=O)/C=C/c1ccc2ccccc2n1)C(=O)NCc1ccccc1 (centres undefined) | -10% | / | -15% | -8 | -26% | 10%
57 | O=[N+]([O-])c1cnc2nc(-c3ccncc3)nn2c1O | 5% | -1% | -1% | 19 | 8% | 42%[activator]
58 | O=C(CN1CCCC1)Nc1cccc(Cl)c1Cl | -16% | 0% | 5% | -19 | 13% | -1%
59 | Cc1cccc(CNCc2ccccc2)c1 | ? | -8% | -10% | -20 | 2% | 1%
60 | COc1cc(C(=O)OCc2csc(CC(=O)Nc3ccccc3C)n2)ccc1OCC(C)C | -14% | / | -3% | -12 | ? | 16%
61 | COc1cccc(CNC(=O)C2CCCN(S(=O)(=O)N3CC(C)CC(C)C3)C2)c1 (centres undefined) | -1% | -2% | -17% | -15 | -20% | -2%
62 | O=C(Nc1nncs1)C1c2ccccc2Oc2ccccc21 | ? | 2% | 21% | -36 | -4% | 9%
63 | CCOC(=O)c1cc(-c2ccccc2)n(CCCC(=O)Nc2cccc(Cl)c2C)c1C | 3% | / | 37%[activator] | 0 | / | /

# Assay outcomes (PubChem)
